High-throughput results as filed in PubChem BioAssay.
Casp6 inh – blocks human caspase-6 cleavage activity; P55212; purified caspase-6, Z-VEID-R110 cleavage fluorescence; inhibition, % at 12.5 µM; 350,000 tested, 0.53% active; AID 686996;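 active means mean inhibition across replicates at least about 35%, with every replicate also reaching that limit, limit read from the data; inconclusive means only one of the two criteria met; inactive means neither criterion met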;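 further: 0% = median of neutral control wells and 100% = no fluorescence left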
Target sequence (P55212 24-179 limits assumed): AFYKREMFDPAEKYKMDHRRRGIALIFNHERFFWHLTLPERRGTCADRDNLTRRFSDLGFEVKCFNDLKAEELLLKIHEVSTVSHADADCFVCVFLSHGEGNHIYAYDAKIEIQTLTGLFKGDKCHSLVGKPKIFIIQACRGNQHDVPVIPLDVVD
Target sequence (P55212 194-293 limits assumed): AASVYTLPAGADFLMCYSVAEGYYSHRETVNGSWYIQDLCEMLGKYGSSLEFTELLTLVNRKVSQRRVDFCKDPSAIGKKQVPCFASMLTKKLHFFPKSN
F508del corr – correctors of CFTR F508del function in bronchial epithelial cells | AID 720511 | 350,000 tested, 0.36% active | CFBE cells, YFP halide quenching; stimulated with forskolin plus potentiator P3; % fluorescence drop versus neutral controls | activity (quench increase), % at 7.58 µM;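 active means mean added fluorescence quench of at least 8% versus neutral control, with both replicates also reaching 8%; inconclusive means only one of the mean or replicate conditions met; inactive means mean below 8% and not both replicates reaching 8%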;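 further: cells transiently co-express mutant CFTR-F508del with the halide-sensitive YFP; corrector assay measuring rescue of mutant channel to the surface after 24 h compound exposure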
DENV2 CPE – DENV2-induced cell death inhibition; DENV2-infected cells, cytopathic effect rescue, plate reader; AID 651640; 350,000 tested, 1.7% active; CPE inhibition, % at 9.99 µM; in the data active means CPE inhibition above about 20%, passing the limit was not always enough; inconclusive means no clear call, values can overlap the other calls; tested in BHK-21 cells;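 further: 0% = median of neutral control wells and 100% = median of positive control wells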
SIRT5 inh – sirtuin-5 (human) deacylase inhibition. Q9NXA8. Purified SirT5, succinyl-peptide AMC, trypsin-coupled fluorescence. inhibition, % at 15 µM. 330,000 tested, 1.1% active; in the data active means inhibition above about 15%; inconclusive means no clear call, values can overlap the other calls
Target sequence (Q9NXA8 whole entry, looked up): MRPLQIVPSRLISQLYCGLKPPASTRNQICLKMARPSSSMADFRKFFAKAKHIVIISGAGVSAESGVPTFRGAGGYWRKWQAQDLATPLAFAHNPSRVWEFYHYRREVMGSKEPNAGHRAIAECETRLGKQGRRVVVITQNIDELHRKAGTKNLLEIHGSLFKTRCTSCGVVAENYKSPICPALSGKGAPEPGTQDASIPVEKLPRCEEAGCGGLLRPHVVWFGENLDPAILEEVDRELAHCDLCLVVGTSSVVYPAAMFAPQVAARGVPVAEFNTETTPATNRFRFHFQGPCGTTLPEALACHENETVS
ERp5 inh – ERp5 (human) disulfide isomerase inhibition. ERp5 insulin aggregation, absorbance 650 nm, 90 min. inhibition, % at 9.99 µM. 350,000 tested, 0.05% active. AID 651711;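 active means mean replicate inhibition above about 25%, with every replicate also reaching it, limit read from the data, passing the limit was not always enough; inconclusive means only one of those two criteria met; inactive means neither criterion met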
Target sequence (Q15084 whole entry, looked up): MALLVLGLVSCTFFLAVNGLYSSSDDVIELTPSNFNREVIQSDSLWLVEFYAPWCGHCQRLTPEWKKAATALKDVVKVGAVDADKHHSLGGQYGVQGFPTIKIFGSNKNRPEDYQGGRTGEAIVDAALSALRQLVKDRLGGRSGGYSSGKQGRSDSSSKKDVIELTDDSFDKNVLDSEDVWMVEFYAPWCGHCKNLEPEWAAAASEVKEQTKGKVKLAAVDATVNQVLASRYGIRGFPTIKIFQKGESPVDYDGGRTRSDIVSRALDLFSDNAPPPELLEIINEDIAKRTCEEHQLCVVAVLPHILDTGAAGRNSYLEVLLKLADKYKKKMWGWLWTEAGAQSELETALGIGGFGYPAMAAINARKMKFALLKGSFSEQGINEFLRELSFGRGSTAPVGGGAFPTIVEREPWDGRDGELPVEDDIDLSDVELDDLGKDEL
miR122 inh – inhibitors of miR-122 in Huh7 cells | 340,000 tested, 0.3% active | Huh7 miR-122 Renilla luciferase sensor, 48 h; neutral wells = 0, positive control = 100 | AID 602342 | activation (reporter increase), % at 12.5 µM;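 active means mean replicate activation score at least 90 and every replicate individually at or above 90; inconclusive means only one of the two criteria met; inactive means neither criterion met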;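 further: higher luciferase means less miR-122 activity so hits act as miR-122 inhibitors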
ERAP1 inh – ERAP1 (human) enzyme inhibition; Q9NZ08; recombinant ERAP1, Leu-AMC fluorescence, 60 min; inhibition, % at 10.7 µM; 340,000 tested, 0.15% active; AID 652197;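 active means mean replicate inhibition of at least 30%, or all replicates individually reaching that 30% level; inactive means mean below 30% and not every replicate reaching it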;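 further: 0% = neutral control wells and 100% = L-leucinethiol positive control wells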
* marks the source's active call; other numbers are inactive results; u = inconclusive; x = no result given; & = joins results of further samples; [ ] = dose if it differs, or a comment. Hits appear at their usual frequency (roughly 4% active in at least one column).

SMILES	Casp6 inh	F508del corr	DENV2 CPE	SIRT5 inh	ERp5 inh	miR122 inh	ERAP1 inh
CN(CC(=O)Nc1cccc(F)c1)C(=O)CCC1CCCCC1	0	3.2	-1	-2	-2	3	2
O=C(C[C@H]1CC[C@H]2[C@@H](COC[C@H](O)CN2C(=O)Nc2cc(Cl)cc(Cl)c2)O1)N1CCOCC1	x	-1.3	7	x	x	-5[16.7 µM]	x
COc1ccccc1CC(=O)Nc1cccc(C(=O)Nc2nccs2)c1	-2	-2.1	-4	0	-5	2	1
C/C=C/c1ccc(C2[C@H]3CNC[C@@H]2N3S(=O)(=O)c2cccc(F)c2)cc1 (stereo not given in full)	-2	1.2&3.6	-12&11	5	0	x	-3
C[C@@H]1CCCCO[C@@H](CN(C)C)[C@H](C)CN([C@H](C)CO)C(=O)c2cc(NS(=O)(=O)c3cn(C)cn3)ccc2O1	-3	3.2	0	-1	2	0[16.7 µM]	1
COc1cc(CN2CC3(CCN(S(=O)(=O)c4cn(C)cn4)CC3)c3c(n(C)c4cc(OC)ccc34)[C@H]2CO)cc(OC)c1	-1	-2.8	7	9	9	x	-1
CCOc1cc(N2CCOCC2)c(OCC)cc1NC(=O)CSc1nc(N)cc(=O)[nH]1	1	2.7	11	0	-25	x	1
COc1ccc(-c2oc(=O)c3cc(OC)c(OC)cc3c2/C=C/c2cccc([N+](=O)[O-])c2)cc1	-1	-0.1	34*	x	-1	1	3
Cc1ccc(NC(=O)CSc2nc(=O)n(CCCN3CCOCC3)c3c2CCCC3)cc1F	2	-1.1	-4	-2	4	1	7
O=C(NCC1CC1)[C@@H]1[C@@H](CO)[C@@H]2Cn3c(ccc(-c4cccnc4)c3=O)[C@H]1N2C(=O)C1CCC1	2	0.7	-5	-40	-4	1[16.7 µM]	4
O=C1CCN(c2ccccc2)N1	1	1.6	-4	-2	4	x	-2
O=C(NC1CCCCC1)N1CC(=O)N2[C@H](C1)[C@@H](c1ccc(-c3cccc(F)c3)cc1)[C@@H]2CO	-1	-0.8	0	4	1	x	2
CCCCN(C(=O)c1cccc(S(=O)(=O)N(CC)c2ccccc2)c1)c1c(N)n(CC(C)C)c(=O)[nH]c1=O	0	3.2	5	-2	0	-7	-1
O=C(C[C@@H]1CC[C@H](NC(=O)c2ccncc2)[C@@H](CO)O1)NCCc1ccncc1	0	-0.2	-2	-2	1	x	2
COc1ccccc1C(=O)NCCC(=O)NCCCSc1ccccc1	-4	-1.3	-6	2	2	-2	-1

4 entries from above, ordered by number of heavy atoms, ascending.
SMILES	Casp6 inh	F508del corr	DENV2 CPE	SIRT5 inh	ERp5 inh	miR122 inh	ERAP1 inh
O=C1CCN(c2ccccc2)N1	1	1.6	-4	-2	4	x	-2
C/C=C/c1ccc(C2[C@H]3CNC[C@@H]2N3S(=O)(=O)c2cccc(F)c2)cc1 (stereo not given in full)	-2	1.2&3.6	-12&11	5	0	x	-3
O=C(NC1CCCCC1)N1CC(=O)N2[C@H](C1)[C@@H](c1ccc(-c3cccc(F)c3)cc1)[C@@H]2CO	-1	-0.8	0	4	1	x	2
COc1cc(CN2CC3(CCN(S(=O)(=O)c4cn(C)cn4)CC3)c3c(n(C)c4cc(OC)ccc34)[C@H]2CO)cc(OC)c1	-1	-2.8	7	9	9	x	-1

Random excerpt: two compounds from above
SMILES	Casp6 inh	F508del corr	DENV2 CPE	SIRT5 inh	ERp5 inh	miR122 inh	ERAP1 inh
COc1cc(CN2CC3(CCN(S(=O)(=O)c4cn(C)cn4)CC3)c3c(n(C)c4cc(OC)ccc34)[C@H]2CO)cc(OC)c1	-1	-2.8	7	9	9	x	-1
O=C(NCC1CC1)[C@@H]1[C@@H](CO)[C@@H]2Cn3c(ccc(-c4cccnc4)c3=O)[C@H]1N2C(=O)C1CCC1	2	0.7	-5	-40	-4	1[16.7 µM]	4

Back to the main list; the 5 compounds before the break are reprinted first.
SMILES	Casp6 inh	F508del corr	DENV2 CPE	SIRT5 inh	ERp5 inh	miR122 inh	ERAP1 inh
O=C1CCN(c2ccccc2)N1	1	1.6	-4	-2	4	x	-2
O=C(NC1CCCCC1)N1CC(=O)N2[C@H](C1)[C@@H](c1ccc(-c3cccc(F)c3)cc1)[C@@H]2CO	-1	-0.8	0	4	1	x	2
CCCCN(C(=O)c1cccc(S(=O)(=O)N(CC)c2ccccc2)c1)c1c(N)n(CC(C)C)c(=O)[nH]c1=O	0	3.2	5	-2	0	-7	-1
O=C(C[C@@H]1CC[C@H](NC(=O)c2ccncc2)[C@@H](CO)O1)NCCc1ccncc1	0	-0.2	-2	-2	1	x	2
COc1ccccc1C(=O)NCCC(=O)NCCCSc1ccccc1	-4	-1.3	-6	2	2	-2	-1
COc1cccc(CNc2nc3cc(-c4ccccc4C)sc3c(=O)n2C)c1	-4	2.0	4	-1	5	4	2
O=C(Nc1cccc(-c2nc3cc(Cl)ccc3o2)c1)C1CCCO1 (stereo not given)	-1	x	x	1	1	x	-1
O=C1NN=C2CCCCCC12 (stereo not given)	-2	x	3	-7	5	3	-8
OCCN(CCO)CC(O)Cn1c2ccccc2c2ccccc21 (stereo not given)	2	-1.0	-4	0	0	-5	0
Cc1cc(NC(=O)c2ccc(Br)o2)ccc1NC(=O)c1ccco1	-2	-1.3	-1	x	1	-3	-5
CC(NC(=O)/C(C#N)=C1\N=C(NC(=O)c2ccco2)c2ccccc21)c1ccccc1 (stereo not given)	0	1.3	3	-2	0	-2	-1
CCc1ccc([C@@H]2C[C@H]3[C@@H](CN2S(=O)(=O)c2ccc(C)cc2)C(=O)C[C@@H](c2ccc(Cl)cc2)N3S(=O)(=O)c2ccccc2C)cc1	-3	0.5	-2	-3	7	-2	-1
CCN(CC)CCOC(=O)c1cc(Cl)c(N)cc1OC	-7	-15	1	-1	-3	0	0
CCCCNC(=O)N(O)C1N(CCCC)C(=O)N(CC(=O)OC)C1(C)C (stereo not given)	5	-0.3	x	0	1	0	-7
CCn1cc(CN2CCN(CCC(C)C)C(CCO)C2)c2ccccc21 (stereo not given)	-3	1.6	2	-6	3	-2	1
COc1cc(C(=O)NCc2cccc(Cl)c2)ccc1OCC(=O)N1CCOCC1	-6	-1.2	115*	-1	2	x	-3
CCN(CC)C1=CC2=CC(=C(C#N)C#N)CCC2CC1 (stereo not given)	-3	40*	x	-5	3	x	9
C[C@@H]1CN([C@H](C)CO)C(=O)c2cc(-c3cccc(C(=O)N(C)C)c3)cnc2O[C@H]1CN(C)C	2	-0.1	8	3	-3	5[16.7 µM]	-4
C[C@@H]1CN([C@@H](C)CO)C(=O)c2cc(NS(C)(=O)=O)ccc2O[C@H]1CN(C)S(=O)(=O)c1cn(C)cn1	-2	-1.0	u	-2	10	-4[16.7 µM]	-1
Cc1ccc(CS(=O)(=O)c2ccc(C(=O)N3CCCCC3)cc2[N+](=O)[O-])cc1	30	-1.5	3	1	3	1	-1
Fc1ccccc1N1CCN(c2nc(-c3cccs3)nc3ccccc23)CC1	x	-0.8	-1	-2	0	-3	-3
Cn1c(CNC(=O)c2ccccc2F)nnc1SCc1ccc(F)cc1	-5	-2.3	3	-8	-1	x	4
C[C@@H]1CN([C@H](C)CO)C(=O)CCCn2nncc2CO[C@H]1CN(C)Cc1cccc2c1OCCCO2	-10&-10	0.4&2.6&-3.1	-4&5	-6&-3	-4&4	-1	-2
CNc1ccccc1NC(=O)CCn1c(=S)oc2ccccc21	-1	-1.2	-2	-1	0	3	1
O=S(=O)(NCc1ccccc1)c1ccc(NC(=S)NCc2ccco2)cc1	1	-2.3	-8	-8	5	40	4
O=C(C[C@H]1CC[C@@H](NC(=O)C2CCC2)[C@H](CO)O1)NCCCN1CCOCC1	-1	-0.9	4	0	-3	x	-1
O=C1CN(C(=O)COC(=O)c2cccs2)c2ccccc2N1	4	0.4	0	-13	x	1	-1
CCCCNc1ccc2c(c1)OC[C@H](C)NS2(=O)=O	2	0.8	u	-7	3	x	20
COc1ccc2c3c(n(C)c2c1)[C@@H](CO)N(S(C)(=O)=O)CC31CN(C(=O)c2ccccn2)C1	1	-1.7	34*	3	2	x	-1
C[C@@H]1CCCCO[C@H](CN(C)S(=O)(=O)c2ccc(F)cc2)[C@H](C)CN([C@H](C)CO)C(=O)c2cc(NC(=O)Nc3cccc4ccccc34)ccc2O1	0	0.6	-6	3	-8	-2[16.7 µM]	0
COc1cccc(C(O)c2nc(-c3ccncc3)cs2)c1 (stereo not given)	1	-2.1	u	x	2	-5	2
O=C(COC(=O)/C=C/c1ccccc1)NC(=O)NC1CCCCC1	-1	-0.7	6	x	0	-6	0
C[C@@H]1CN([C@H](C)CO)S(=O)(=O)c2ccc(-c3ccccc3)cc2O[C@@H]1CN(C)C(=O)C1CCCCC1	-2	-0.9	u	6	2	-4[16.7 µM]	3
Cc1cc(NC(=O)CSc2nc(C)c(C)c(=O)[nH]2)no1	2	1.7	-1	1	1	0	-4
Cc1nc(Sc2ccccc2)c(C#N)c(C)c1[N+](=O)[O-]	1	-2.5	-4	-3	-2	-1	4
c1ccc2c(C[C@@H]3CNCCN3CCCCC3CCCCC3)cccc2c1	-3	-1.8	24*	-2	2	-1	-3
COc1ccc(-n2nc(N)c(C(N)=O)n2)cc1	-1	1.2	x	-22	5	-14	-3
O=C(CCCOc1ccccc1)Nc1ccc(Cl)cn1	-3	-1.5	0	-4	5	x	-3
O=C(Nc1ccccc1)N[C@@H]1CC[C@@H](CCNS(=O)(=O)c2ccccc2F)O[C@@H]1CO	0	-2.1	8	8	-2	x	-3
COc1ccccc1NS(=O)(=O)c1c(C(=O)N2CCCC2)c(C)n(C)c1C	6	1.5	-5	-7	0	4	0
O=C(NCc1ccccc1)[C@@H]1CCCN1C(=O)[C@H]1CCCN1C(=O)c1ccccc1Cl	-3	-1.2	-1	x	-7	x	3
COc1ccc(NC(=O)N(C)C[C@@H]2Oc3c(NC(=O)c4nc5ccccc5s4)cccc3C(=O)N([C@@H](C)CO)C[C@H]2C)cc1	-1	0.5	u	-4	-5	5[16.7 µM]	-1
N#CC1=C(SCC(N)=O)NC(=O)CC1c1cccc2ccccc12 (stereo not given)	1	-1.2	3	2	2	16	1
COC(=O)c1ccc(CSc2nnc(NC(C)C)s2)o1	1	2.0	-4	1	-6	-2	-2
O=C(COC(=O)c1ccc(F)cc1F)NC1CC1	3	1.3	-3	-1	-1	x	0
CC(=O)NNc1ncnc2ccccc12	1	x	5	4	4	11	-3
CC=Cc1ccc2n(c1=O)C[C@H]1[C@H](CO)[C@@H](C(=O)Nc3ccc(-c4ccccc4)cc3)N(CCC)[C@@H]21 (mixture of isomers)	-3	0.9	-5	0	0	-6[16.7 µM]	8
CC1CCCN(c2cccc3c2S(=O)(=O)N([C@H](C)c2ccccc2)C[C@@H](COCc2ccccc2)O3)C1 (stereo not given in full)	-1	4.7	-8	0	0	x	-2
O=C(NC1CCC1)[C@@H]1[C@@H](CO)[C@@H]2Cn3c(ccc(-c4ccccc4)c3=O)[C@H]1N2CC1CC1	3	-0.3	4	-12	u	0[16.7 µM]	1
O=C(C[C@@H]1C=C[C@H](NS(=O)(=O)c2ccccc2F)[C@@H](CO)O1)NCCCN1CCOCC1	-1&-10	3.9&-1.4	-2&-7	-3	9&3	x	2&-2
COc1ccc(OC)c(NC(=O)C2(C)CCN2Cc2ccc(SC)cc2)c1 (stereo not given)	0	3.4	5	-2	-7	-6	2
Cc1ccc(N(CC(=O)NCc2ccc(F)cc2)C(=O)c2csnn2)cc1C	2	1.4	10	1	6	x	3
Cc1cc(S(=O)(=O)N2CCCC2)ccc1OCC(=O)N1CCC(C(N)=O)CC1	-2	-2.0	1	0	2	-1	3
CCCNC(=O)[C@@H]1[C@@H](CO)[C@@H]2Cn3c(ccc(-c4ccc(F)cc4)c3=O)[C@@H]2N1CCC	0	x	0	3	0	x	3
CN1CCN(C2CN(Cc3cn(Cc4ccccc4F)nn3)S(=O)(=O)C2)CC1 (stereo not given)	-2	0.1	u	2	-3	-5	-1
